From PubChem
TEAD-YAP block = TEAD-YAP interaction inhibition; HEK-TIYL cells, TEAD-Gal4/YAP UAS-luciferase luminescence; inhibition, % at 9.12 µM; 640,000 compounds, 1.4% hits; AID 1259422; in the data active = inhibition above about 32%;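 also: 0% = median of test compound wells and 100% = reference inhibitor wells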
FBW7 activator = activators of human E3 ligase FBW7. AlphaScreen FBW7–phospho-cyclin E peptide binding, activator screen. 650,000 compounds, 0.13% hits. normalized activity (activation), % at 26.1 µM. Q969H0; in the data active = normalized activity above about 1.9%;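 also: purified mutant Fbw7 with reduced substrate affinity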
GPR151 activ = human GPR151 activation; activation, % at 11.2 µM; Q8TDV0; 650,000 compounds, 1% hits; PathHunter beta-arrestin GPR151 cells, luminescence; in the data active = activation above about 4.9%;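 also: 0% = median of compound wells and 100% = cells with positive control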
Target sequence (Q8TDV0 whole entry, looked up): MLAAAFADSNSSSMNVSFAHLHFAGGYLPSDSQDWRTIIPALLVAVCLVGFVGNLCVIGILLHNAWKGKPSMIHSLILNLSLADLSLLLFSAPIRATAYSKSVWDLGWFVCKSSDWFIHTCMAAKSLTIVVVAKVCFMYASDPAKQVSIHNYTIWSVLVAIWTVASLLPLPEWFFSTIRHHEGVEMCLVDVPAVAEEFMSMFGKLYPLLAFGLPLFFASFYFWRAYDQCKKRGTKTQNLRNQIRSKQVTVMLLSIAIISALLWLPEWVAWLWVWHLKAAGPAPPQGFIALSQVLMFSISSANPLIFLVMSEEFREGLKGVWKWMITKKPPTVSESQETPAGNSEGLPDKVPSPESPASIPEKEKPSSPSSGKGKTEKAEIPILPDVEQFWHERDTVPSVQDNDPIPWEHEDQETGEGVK
MITF primary = inhibitors of human MITF; AlphaScreen MITF homodimerization, bead proximity signal; O75030; 650,000 compounds, 0.91% hits; inhibition, % at 2.6 µM; in the data active = inhibition above about 50%;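 also: 0% = vehicle wells with protein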
Target sequence (O75030 whole entry, looked up): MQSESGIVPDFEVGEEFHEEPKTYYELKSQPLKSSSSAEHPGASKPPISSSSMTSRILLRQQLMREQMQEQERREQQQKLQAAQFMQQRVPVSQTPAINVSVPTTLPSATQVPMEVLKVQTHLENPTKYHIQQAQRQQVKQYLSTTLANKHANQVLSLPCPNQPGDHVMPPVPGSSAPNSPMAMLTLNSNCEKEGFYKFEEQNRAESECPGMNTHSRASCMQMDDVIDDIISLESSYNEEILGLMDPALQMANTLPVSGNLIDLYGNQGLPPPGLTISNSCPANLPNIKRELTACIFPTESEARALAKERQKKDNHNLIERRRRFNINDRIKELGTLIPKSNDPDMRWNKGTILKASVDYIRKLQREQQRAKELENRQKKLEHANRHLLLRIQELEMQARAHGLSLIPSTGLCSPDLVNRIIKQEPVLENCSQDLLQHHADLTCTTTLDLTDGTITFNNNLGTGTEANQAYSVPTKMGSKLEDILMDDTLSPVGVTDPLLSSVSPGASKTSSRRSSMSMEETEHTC
The depositor's hits bear a star.

SMILES | TEAD-YAP block | FBW7 activator | GPR151 activ | MITF primary
N#CSC(CS(=O)(=O)c1ccc([N+](=O)[O-])cc1)c1ccccc1 (centres undefined) | 10 | -0.7 | 2.0 | 13
Cc1ccc(OCC(O)CN2CCN(CC(O)COC(C)C)CC2)c(C(C)(C)C)c1 (centres undefined) | 13 | -0.1 | 0.4 | 6
O=C(Cn1c(CCCO)nc2ccccc21)NC1CC1 | 9 | 0.0 | 0.3 | 6
CCCc1[nH]n(-c2ccc(F)cc2)c(=O)c1C=Nc1ccc(C)cc1 | 0 | 0.1 | 0.4 | -14
COC(CNc1cc(-c2ccccn2)nc(-c2ccccc2)n1)OC | 22 | 0.0 | -0.2 | -2
O=C(CCCO)N/N=C/c1cc([N+](=O)[O-])ccc1N1CCOCC1 | 3 | 0.1 | 0.3 | -1
C/C(=N/Nc1ncccc1[N+](=O)[O-])c1ccccc1O | -29 | -0.1 | 0.2 | 8
CCCC1=C(C(=O)OCC)C(c2cccc(OCC(=O)OC)c2)NC(=S)N1 (centres undefined) | 6 | 0.2 | -1.1 | 25
CN(C)c1ccc(CNC(C)(C)CO)cc1 | 2 | 0.8 | 5.1* | 14
Cc1ccc(/C=N/NC(=O)c2ccc(Cl)cc2)o1 | -12 | -0.1 | 0.3 | 7
CC(=O)Nc1ccc(Br)cc1C(=O)C(=O)Nc1cccc(C)c1 | -5 | -0.1 | 1.5 | -4
O=C(NCCOc1ccccc1)c1cccc(N2CCc3ccccc3C2)n1 | -43 | 0.1 | -0.5 | -17
CC(=O)NCCNC(=O)COc1ccc(I)cc1 | 5 | 0.1 | 0.0 | 8
COc1cccc(NC(=O)CSc2nnc(NC(=O)c3ccccc3C)s2)c1 | -33 | 0.4 | -3.6 | -1
COCCCNC(=O)c1ccc2nc(N3CCOCC3)sc2c1 | -12 | 0.0 | 0.0 | 4
COC(=O)c1ccc(OCc2ccccc2Cl)c(OC)c1 | -41 | -0.1 | 0.9 | -9
CCCC(=O)N=c1sc2ccccc2n1C | -39 | 0.1 | 0.1 | -13
CCCCN(CC)C(=O)c1cn(-c2ccc(C)c(C)c2)c(=O)c2ccccc12 | -5 | -0.2 | -1.1 | -7
O=C(COc1ccc(Cl)cc1)Nc1ccc(Br)cc1C(=O)O | 2 | 0.4 | -0.1 | 2
COc1ccc(CNC(=O)CSc2nnc(NC(=O)/C=C/c3ccccc3)s2)cc1 | 7 | 0.1 | -0.6 | 10
NC(=O)c1cc2ccc(O)cc2oc1=NCc1ccccc1 | -17 | 0.8 | -9.9 | -2
CC12CCC(C(=O)NCCCn3ccnc3)(OC1=O)C2(C)C (centres undefined) | 4 | -0.1 | -0.3 | 5
Cc1cccc(NC(=O)c2cc(S(=O)(=O)N3CCN(c4ccccc4)CC3)ccc2F)c1C | 11 | 0.0 | 1.7 | 5
COC(=O)c1c(NC(=O)CSc2nnc(C)s2)sc(C)c1C | -9 | 0.1 | -0.3 | 3
O=C(NCCc1c[nH]c2ccccc12)C1CC12CCN(Cc1ccc3c(c1)OCO3)CC2 (centres undefined) | 5 | 0.2 | 1.5 | 3
COc1ccc(CCNC(=O)c2cc3ccccn3n2)c(OC)c1OC | 1 | 0.0 | 1.4 | 4
O=C(NC1CC2CCC(C1)N2C1CC1)c1ccc(Br)cc1 (centres undefined) | -2 | 0.0 | -0.3 | 11
COCCNc1ncnc2c1cnn2-c1ccc(Cl)cc1 | -81 | -0.2 | 0.0 | 2
CCCCOc1ccc(C(=O)N/C(=C\c2cccc([N+](=O)[O-])c2)C(=O)OC)cc1 | -6 | 0.3 | 0.7 | 6
Oc1oc(-c2cccc3ccccc23)nc1C=Nc1cccc2nsnc12 | -8 | 0.0 | -0.8 | 26

An excerpt from above with just TEAD-YAP block:
canonical_smiles	TEAD-YAP block
COC(=O)c1c(NC(=O)CSc2nnc(C)s2)sc(C)c1C	-9
COC(CNc1cc(-c2ccccn2)nc(-c2ccccc2)n1)OC	22

The list continues:
SMILES | TEAD-YAP block | FBW7 activator | GPR151 activ | MITF primary
Cc1cc(C)c2cc3c(nc2c1)OCC(=O)N(Cc1ccco1)C3 | 9 | -0.1 | 1.6 | 9
O=C(O)c1cccc(N2C(=O)CSC2c2c(F)cccc2Cl)c1 (centres undefined) | -3 | -0.3 | -0.9 | 2
CCN1C(=O)/C(=C/c2cccc(O)c2)SC1=S | -16 | -0.8 | 1.2 | 0
CCN(CC)CCNC(=O)c1cc(Nc2ccccc2OC)nc2ccccc12 | -16 | -0.3 | 0.9 | -3
CN(C(=O)CSc1nnc(-c2ccc(O)cc2)o1)C1CCCCC1 | 0 | -0.1 | 0.5 | -5
CCN(CC)S(=O)(=O)c1ccc(Sc2ccc(Br)cc2)c(C(=O)O)c1 | 2 | -0.1 | -0.2 | 12
Cc1ccccc1COc1coc(CN2CCN(c3ccc(F)cc3)CC2)cc1=O | -12 | 0.0 | -1.1 | 1
CCC(Sc1nnc2c3ccccc3n(CC)c2n1)C(=O)Nc1ccc([N+](=O)[O-])cc1 (centres undefined) | 4 | 0.2 | -0.2 | 2
C=CCC/C(C)=N\NC(=O)c1cccc([N+](=O)[O-])c1 | -4 | 0.0 | -1.4 | 13
Cc1cc(C)cc(OCC(=O)N2N=C(c3cccnc3)CC2(O)C(F)(F)F)c1 (centres undefined) | 0 | 0.0 | 1.8 | 4
COc1ccccc1-n1c(N)c(C(=O)NCc2ccco2)sc1=S | -14 | 0.1 | -0.1 | 12
COc1ccccc1C(=O)Nc1ccccc1C | -8 | 0.2 | -0.9 | 5
CCN1C(=O)/C(=C/c2c(N(C)CCO)nc3ccccn3c2=O)SC1=S | -3 | 0.0 | 2.2 | 2
CCOC(=O)C1=C(C)N=c2s/c(=C/c3ccc(OC)c(OC)c3)c(=O)n2C1c1ccc(C)cc1 (centres undefined) | 5 | 0.1 | -0.7 | 14
Cc1cccc(Nc2nc(N3CCCCC3)nc(N3CCCCC3)n2)c1 | -4 | 0.0 | 1.9 | 2
Cn1c(CN2CCCC2)nc2cc(NC(=O)COc3ccc(Cl)cc3)ccc21 | -5 | -0.1 | 0.7 | 16
CCN1C(=O)C(=O)N(CC(=O)Nc2ccccc2Oc2ccccc2)C1=O | -3 | -0.2 | 0.7 | -3
COc1ccc2cc(-c3nnc(Nc4ccccc4C)s3)c(=O)oc2c1 | -8 | -0.1 | 2.1 | 3
O=S(=O)(O)C1CCS(=O)(=O)C1S(=O)(=O)c1ccccc1 (centres undefined) | 0 | -0.2 | 0.0 | 1
C/C(CC(=O)Nc1cccc(Cl)c1Cl)=N\NC(=O)C(=O)NCCO | 2 | 0.0 | -0.2 | 8
COC(=O)c1ccc(-n2nnnc2SC)cc1 | 11 | -0.3 | -0.4 | -6
Cc1cc(OCC(=O)N(C)C2CCCCC2)cc(C)c1Cl | -15 | 0.1 | 0.8 | -6
CCOC(=O)Cn1nc2n(c1=O)-c1ccccc1SC2 | -8 | -0.1 | 1.4 | 3
CCn1c(CCNC(=O)C2CCCCC2)nc2ccccc21 | -10 | -0.1 | -0.1 | -5
O=C(c1cc2n(n1)C(C(F)(F)F)CC(c1ccc(F)cc1)N2)N1CCN(Cc2ccccc2)CC1 (centres undefined) | 5 | -0.1 | -1.0 | -19
CC1CCCCN1C(=O)c1ccccc1NS(=O)(=O)c1cccc([N+](=O)[O-])c1 (centres undefined) | 3 | -0.1 | 0.6 | 3
O=C(CCn1c(=S)oc2ccccc21)N1CCn2c(nc3ccccc32)C1 | 11 | 0.1 | 0.1 | 5
Clc1ccc(C2CC(c3ccc(Br)cc3)=NN2c2ccccc2Br)cc1 (centres undefined) | -1 | 0.0 | -0.5 | -2
O=C(CC1Sc2ccccc2NC1=O)Nc1ccccc1 (centres undefined) | -8 | -0.1 | 1.2 | -2
Cc1nnc(N/N=C/c2ccco2)n1N | -16 | -0.3 | -0.5 | 1

Seven compounds already listed, sorted by molecular weight, rising:
SMILES | TEAD-YAP block | FBW7 activator | GPR151 activ | MITF primary
C=CCC/C(C)=N\NC(=O)c1cccc([N+](=O)[O-])c1 | -4 | 0.0 | -1.4 | 13
CCOC(=O)Cn1nc2n(c1=O)-c1ccccc1SC2 | -8 | -0.1 | 1.4 | 3
O=C(CC1Sc2ccccc2NC1=O)Nc1ccccc1 (centres undefined) | -8 | -0.1 | 1.2 | -2
O=S(=O)(O)C1CCS(=O)(=O)C1S(=O)(=O)c1ccccc1 (centres undefined) | 0 | -0.2 | 0.0 | 1
O=C(O)c1cccc(N2C(=O)CSC2c2c(F)cccc2Cl)c1 (centres undefined) | -3 | -0.3 | -0.9 | 2
C/C(CC(=O)Nc1cccc(Cl)c1Cl)=N\NC(=O)C(=O)NCCO | 2 | 0.0 | -0.2 | 8
CCN(CC)CCNC(=O)c1cc(Nc2ccccc2OC)nc2ccccc12 | -16 | -0.3 | 0.9 | -3

(next part)
SMILES | TEAD-YAP block | FBW7 activator | GPR151 activ | MITF primary
CCNC(=O)N1CCC2(CC1)OCc1cc(OC)ccc1O2 | 3 | 0.0 | 1.0 | 9
O=C(CCC(=O)N(CC(=O)NC1CCCC1)c1ccccc1F)Nc1nccs1 | 1 | -0.1 | 0.1 | 3
COc1cc(/C=C2/NC(=O)NC2=O)c(Br)c(Br)c1O | 4 | -0.1 | 0.7 | 3
Cc1ccc2oc(=O)n(CC(=O)O)c2c1 | 5 | 0.1 | 2.0 | 4
OC1CCC(Nc2nc(NCc3cccc(C(F)(F)F)c3)c3ncn(-c4ccccc4)c3n2)CC1 (centres undefined) | -12 | 0.2 | 1.6 | 1
O=C(Nc1ccc(Cl)cc1)c1cc(S(=O)(=O)NCC2CCCO2)ccc1F (centres undefined) | 3 | -0.2 | -0.1 | 3
Cc1cc(C(=O)COc2cccc(-n3cnnn3)c2)c(C)n1CCc1ccc(F)cc1 | 25 | 0.0 | 0.4 | 8
CCOC(=O)c1c(C)n(-c2cccc(C)c2)c2ccc(OC(C)=O)cc12 | -2 | 0.2 | -0.4 | 18
O=C(CCCCCn1c(=O)[nH]c2ccsc2c1=O)N1CCN(C2CCCCC2)CC1 | 0 | 0.0 | -1.0 | 16
COc1cc(NC(=O)c2ccnc(-c3ccc(C(=O)NC4CC4)cc3)c2)cc(OC)c1OC | 10 | 0.0 | 0.3 | 4
CCC(=O)N=c1sc2c(C)ccc(OC)c2n1CC | 13 | 0.1 | -0.9 | -6
CC(=O)NCCC1CCCCN1C(=O)CCc1nnc(-c2ccc(-c3ccccc3)cc2)o1 (centres undefined) | 1 | 0.1 | -1.4 | 12
COc1ccc2c(-c3ccccc3)cc(NCCCN(C)C)nc2c1 | -13 | 0.4 | -1.4 | 68*
O=c1c(C=NCCCN2CCOCC2)c(CSc2ccc(Cl)cc2)[nH]n1-c1nc2ccccc2s1 | -3 | 0.1 | -1.1 | 15
COC(=O)CCC(=O)Nc1ccc(F)cc1 | -15 | 0.0 | 1.2 | -1
COc1ccc(C2(CNC(=O)Cc3ccccc3)CCCC2)cc1OC | 1 | -0.2 | 0.5 | 11
Cc1cccc(C(=O)Nc2ncc([N+](=O)[O-])s2)c1 | 55* | -0.1 | -11 | -5
Cc1ccc(C(=O)NCc2cccs2)cc1N | -8 | 0.3 | 1.6 | -14
CCOC(=O)c1sc(NC(=O)CCCCCN2C(=O)c3ccccc3C2=O)c(C(=O)OCC)c1C | 7 | -0.1 | -0.2 | -14
CCOC(=O)C1=C(C)N=c2s/c(=C/c3ccc(-c4ccc([N+](=O)[O-])cc4Cl)o3)c(=O)n2C1c1ccccc1 (centres undefined) | 6 | 0.5 | -1.4 | 15
COc1ccccc1/C=N/NC(=O)c1ccc(Br)cc1 | 4 | 0.0 | -0.3 | 11
Cc1noc(C)c1C(=O)N1CCCC(CNS(=O)(=O)c2cccs2)C1 (centres undefined) | 2 | 0.4 | 0.4 | -3
CN(C)C(=S)Nc1ccc2c(c1)OCO2 | 4 | -0.2 | -0.5 | -8
CSc1ccc(C(C2=C(O)CC(C)(C)CC2=O)C2C(=O)CC(C)(C)CC2=O)cc1 (centres undefined) | 11 | 0.9 | 0.1 | 7
CCCN(CCC)S(=O)(=O)c1ccc2c(c1)N(C)C(=O)CC(=O)N2C | 10 | 0.3 | -1.1 | 10
COc1cc(C(=S)N2CCCCC2)cc(OC)c1OC(=O)c1ccc(C)cc1 | -2 | -0.3 | -0.3 | -2
O=C(CN1C(=O)NC2(CCc3ccccc32)C1=O)NC1CCCCC1 (centres undefined) | -2 | 0.0 | -1.1 | -9
Cc1ccc(Cl)c(OCC(=O)Nc2ccc3c(c2)OCO3)c1 | -53 | 0.5 | -2.7 | 13
Cc1sc(NC(=O)/C=C/c2cccc3ccccc23)c(C(N)=O)c1C | 2 | 0.0 | -0.1 | 2

Of the compounds above, 4 contain an NH in an aromatic ring:
SMILES | TEAD-YAP block | FBW7 activator | GPR151 activ | MITF primary
CCCc1[nH]n(-c2ccc(F)cc2)c(=O)c1C=Nc1ccc(C)cc1 | 0 | 0.1 | 0.4 | -14
O=C(NCCc1c[nH]c2ccccc12)C1CC12CCN(Cc1ccc3c(c1)OCO3)CC2 (centres undefined) | 5 | 0.2 | 1.5 | 3
O=C(CCCCCn1c(=O)[nH]c2ccsc2c1=O)N1CCN(C2CCCCC2)CC1 | 0 | 0.0 | -1.0 | 16
O=c1c(C=NCCCN2CCOCC2)c(CSc2ccc(Cl)cc2)[nH]n1-c1nc2ccccc2s1 | -3 | 0.1 | -1.1 | 15
